# NCOA3 inh = SRC3 coactivator transcriptional activity inhibitors, primary screen, cell-based, luminescence; 360,000 compounds, 0.17% hits; HEK293 GAL4-SRC3 luciferase reporter; AID 588352, 2011; inhibition, % at 3.6 µM;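 active = inhibition above a per-campaign cutoff, the mean of all compounds plus 3 SD, cut at about 60% in these data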;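 note: 0% = DMSO-treated cells and 100% = gossypol-treated cells at 36 µM; higher means less SRC3-driven luciferase light from the GAL4 reporter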
# NR5A2 inv ag = LRH-1 (NR5A2) inverse agonists, primary screen, cell-based, luminescence, HEK293T, StAR-luciferase reporter; AID 602396, 2012; inhibition, % at 3.6 µM; LRH-1 transfected, 24 h; 360,000 compounds, 0.13% hits; Nuclear receptor subfamily 5 group A member 2 (Homo sapiens), O00482;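 active = inhibition above the mean inhibition of all tested compounds plus 3 SD, cut at about 73% in these data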;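 note: 0% = DMSO wells and 100% = reporter-only cells lacking LRH-1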
# Target sequence (O00482 whole entry, looked up): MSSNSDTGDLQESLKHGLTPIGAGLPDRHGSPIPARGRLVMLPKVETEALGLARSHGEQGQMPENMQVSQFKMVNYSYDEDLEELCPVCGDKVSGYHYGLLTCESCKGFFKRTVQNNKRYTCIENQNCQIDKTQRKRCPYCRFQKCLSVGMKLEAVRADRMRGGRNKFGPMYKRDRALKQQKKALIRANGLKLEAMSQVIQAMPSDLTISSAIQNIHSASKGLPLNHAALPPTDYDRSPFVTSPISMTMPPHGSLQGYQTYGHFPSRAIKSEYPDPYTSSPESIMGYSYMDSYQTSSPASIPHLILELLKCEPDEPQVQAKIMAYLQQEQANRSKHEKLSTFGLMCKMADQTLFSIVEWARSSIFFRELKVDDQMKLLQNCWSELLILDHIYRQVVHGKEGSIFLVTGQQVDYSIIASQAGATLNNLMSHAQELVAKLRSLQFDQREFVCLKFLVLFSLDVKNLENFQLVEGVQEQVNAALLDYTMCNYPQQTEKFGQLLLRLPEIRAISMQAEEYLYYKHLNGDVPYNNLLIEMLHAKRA
# C8 TRAIL sens = viability loss with TRAIL in NB7+C8 cells, primary screen, TRAIL sensitizer project, cell-based, ATPlite luminescence; inhibition (viability loss, TRAIL sensitization), % at 10 µM; 360,000 compounds, 1% hits; AID 624354, 2012;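 active = compounds causing at least 50% loss of cell viability in the single-dose screen, relative to plate controls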
# NOD2-RIPK2 inh = NOD2-RIPK2 binding disruptors in cells, primary screen, fluorescence, CHO cells, BLA complementation. AID 624267, 2012. 360,000 compounds, 0.38% hits. Receptor-interacting serine/threonine-protein kinase 2 (Homo sapiens), O43353. inhibition, % at 4.98 µM. CCF4 ratio; in the data active = inhibition above about 21%;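 note: 0% = vehicle only and 100% = reference blocker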
# TLR9-MyD88 block = inhibitors of TLR9-MyD88 association in cells, primary screen, cell-based, CHO, BLA complementation, fluorescence; Toll-like receptor 9 (Homo sapiens) + Myeloid differentiation primary response protein …; AID 504734, 2011; inhibition, % at 4.98 µM; CCF4 FRET ratio; 340,000 compounds, 0.21% hits;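 active = inhibition above the mean over all tested compounds plus 3 SD, cut at about 21% in these data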;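 note: 0% = DMSO only wells and 100% = clavulanate BLA inhibitor control wells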
# TWEAK-Fn14 inh = inhibitors of TWEAK-Fn14 signaling, primary screen, luciferase reporter cells, uHTS; inhibition, % at 10 µM; 360,000 compounds, 2% hits; TWEAK-stimulated Fn14 reporter cells, luciferase luminescence, 8 h; in the data active = inhibition above about 50%
# TROY signal inh = inhibitors of TROY-driven NF-kB signaling, primary screen, Q293 LMP1-TROYcd cells, NF-kB luciferase, uHTS. Q293 LMP1-TROYcd NF-kB luciferase reporter, 4 h. inhibition, % at 10 µM. 360,000 compounds, 0.98% hits;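 active = compounds whose plate-normalised and pattern-corrected inhibition of the luciferase reporter signal at the single screening dose is 50% or more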
# COUP-TFII inh = NR2F2 transcriptional activity inhibitors, primary screen, cell-based, luciferase reporter, HEK293T, luminescence | COUP transcription factor 2 (Homo sapiens), P24468 | HEK293T NGFI-A luciferase reporter | inhibition, % at 8.6 µM | 370,000 compounds, 0.7% hits | AID 686940, 2013;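 active = inhibition above a per-plate cutoff, mean inhibition of test wells between control levels plus 3 SD, cut at about 38% in these data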;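 note: cells cotransfected with COUP-TFII expression vector driving the NGFI-A reporter; 0% = median of COUP-TF2 test wells and 100% = reporter-only cells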
# Target sequence (P24468 whole entry, looked up): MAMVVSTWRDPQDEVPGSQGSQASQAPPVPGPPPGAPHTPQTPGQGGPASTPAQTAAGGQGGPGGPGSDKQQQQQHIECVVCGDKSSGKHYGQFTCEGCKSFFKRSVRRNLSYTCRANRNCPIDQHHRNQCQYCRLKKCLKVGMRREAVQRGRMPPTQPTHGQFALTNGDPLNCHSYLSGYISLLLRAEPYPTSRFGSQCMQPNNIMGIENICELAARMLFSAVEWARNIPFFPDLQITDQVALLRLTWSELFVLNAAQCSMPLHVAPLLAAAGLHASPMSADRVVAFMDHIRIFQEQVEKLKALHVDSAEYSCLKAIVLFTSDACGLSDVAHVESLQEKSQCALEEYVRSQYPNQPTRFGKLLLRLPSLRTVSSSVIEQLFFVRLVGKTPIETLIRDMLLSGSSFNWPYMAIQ
# NCOA1 inh = SRC1 coactivator transcriptional activity inhibitors, primary screen, cell-based, luminescence | Nuclear receptor coactivator 1 (Homo sapiens), Q15788 | HEK293 GAL4-SRC1 luciferase reporter | inhibition, % at 3.6 µM | 360,000 compounds, 0.12% hits;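 active = inhibition above the campaign mean plus 3 SD, with each screening campaign given its own cutoff, cut at about 60% in these data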;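 note: 0% = DMSO treated cells and 100% = gossypol at 36 µM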
# NCOA2 inhibitor = inhibition of GAL4-SRC2 driven luciferase reporter, primary screen, SRC2 inhibitor project, cell-based, luminescence; HEK293 GAL4-SRC2 luciferase reporter; inhibition, % at 9 µM; 370,000 compounds, 0.17% hits; AID 651957, 2012;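 active = inhibition above the mean inhibition of all tested compounds plus 3 SD, set per campaign, cut at about 52% in these data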;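 note: 0% = DMSO treated cells and 100% = cells given Gossypol at 36 µM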
# LMP1 NFkB inh = EBV LMP1-driven NF-kappaB luciferase reporter inhibitors, primary screen, cell-based, luminescence, single point; LMP1-induced NF-kappaB luciferase reporter cells; inhibition, % at 12.5 µM; 350,000 compounds, 0.69% hits; in the data active = inhibition above about 41%;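 note: 0% = neutral control wells and 100% = reference inhibitor control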
# * = called active by the depositor; x = no result given. The list is partial, so the mix of outcomes need not match the whole.
SMILES,NCOA3 inh,NR5A2 inv ag,C8 TRAIL sens,NOD2-RIPK2 inh,TLR9-MyD88 block,TWEAK-Fn14 inh,TROY signal inh,COUP-TFII inh,NCOA1 inh,NCOA2 inhibitor,LMP1 NFkB inh
COc1ccc(-n2c(Cc3cccn3C)nnc2SCC(=O)Nc2nccs2)cc1,9,14,-2,-17,-1,-6,3,-3,-5,7,3
Cc1oc(-c2ccccc2Cl)nc1CS(=O)CC(=O)NCc1ccc2c(c1)OCO2 (centres undefined),-3,18,4,-5,3,-22,-5,1,-14,1,-3
Cc1nn(C)c(Cl)c1C(N)=O,7,-2,-1,10,2,-16,-8,9,2,4,1
C=CCC(CC=C)(NC(=O)c1ccccc1)c1ccccc1,12,3,7,6,0,5,17,5,3,-7,1
Cc1cccc(NC(=O)CSCc2cc(=O)n3ccsc3n2)c1C,13,11,-5,-2,-6,12,-16,x,-32,x,1
CCNC(=S)N1CCN(S(=O)(=O)c2ccc(C)c(C)c2)CC1,9,-8,0,3,-3,9,12,-2,7,-1,-8
CCc1ccc(NC(=O)C2CCCN(S(C)(=O)=O)C2)cc1 (centres undefined),10,2,-3,6,-7,-1,12,-2,-3,-8,-2
COc1cc2c(cc1OC)C(C)N(S(=O)(=O)c1ccc(Cl)nc1)CC2 (centres undefined),11,-8,2,-4,3,6,5,-1,9,0,-2
O=C1C(=O)N(c2ccccn2)C(c2cccc(F)c2)/C1=C(/O)c1ccccc1 (centres undefined),3,-25,-6,-5,7,-2,-9,x,-14,x,10
COc1ccc(NC(=O)c2ccc(NCC3CCCO3)c([N+](=O)[O-])c2)cc1 (centres undefined),5,7,-2,7,-6,-1,-18,-2,-34,-5,-2
COc1ccc(N2C(=O)C3C(c4ccc(C(=O)O)cc4)NC(Cc4ccccc4)(C(=O)O)C3C2=O)c([N+](=O)[O-])c1 (centres undefined),1,8,1,-3,4,-3,5,8,-20,7,-6
C/C(=N\NC(N)=S)C12CC3CC(CC(C3)C1)C2,40,53,-6,-3,4,0,-18,35,21,37,-33
CNc1cc(N2CCN(S(=O)(=O)N(C)C)CC2)ccc1[N+](=O)[O-],18,13,-6,-3,-4,7,13,1,-3,-16,5
O=C(Nc1ccc(Cl)cc1Cl)NC1CCN(S(=O)(=O)c2ccc(F)cc2)CC1,6,-8,39,-7,-14,-16,52*,-2,-10,17,-7
Cc1ccc(NC(=O)C2CC(=O)N(C(C)c3ccccc3)C2)cc1 (centres undefined),-5,10,24,2,-13,14,-11,9,-4,18,-2
CCOC(=O)N1CCC(Nc2c(NCCCN(C)Cc3ccccc3)c(=O)c2=O)CC1,-15,-1,-5,-2,-5,-42,20,-11,-11,-8,1
c1coc(CN=C2NC(=NCc3ccco3)c3ccccc32)c1,-32,-2,-5,1,-6,-12,-3,-9,-12,16,-14
Cc1ccc(-n2nnnc2SCC(=O)Nc2ccc(N3CCN(C)CC3)cc2)c(C)c1,14,38,8,-5,-10,8,-2,-16,-8,1,-2
CSc1cccc(NC(=O)CCCOc2cc(=O)n(C)c3ccccc23)c1,4,39,9,1,x,4,8,-52,-4,-13,x
CN(CCO)c1cc(N2CCCCC2)c2nonc2c1[N+](=O)[O-],-3,24,4,-3,1,-3,13,12,2,7,-6
O=C(Cc1cc(=O)[nH]c(=O)[nH]1)NCc1ccccc1,1,8,-2,-11,11,21,-19,-13,-2,-15,-5
COc1cccc(OC)c1C(=O)Nc1ccccc1N1CCCC1,7,1,-4,4,13,0,-5,20,-6,7,-3
O=C(Cc1cccc2ccccc12)N1CC[C@@]2(O)CCCC[C@H]2C1,9,-2,-5,2,-3,4,-2,-18,18,0,9
O=C(CN1CCN(Cc2ccccc2)CC1)N1CCN(c2ccccc2)CC1,-5,-12,9,-6,1,-6,-13,10,-4,10,9
COc1cccc(NC(=O)c2ccc(NS(=O)(=O)c3cccs3)cc2)c1,9,-13,-1,0,-1,8,0,-1,-22,15,-2
CCCN=C1N(C)C[C@@H]2[C@@H]3C(=O)N(Cc4ccccc4)C(=O)[C@@H]3[C@](Cc3ccccc3)(C(=O)OC)N12,-23,-7,10,-2,-8,17,-3,12,-5,2,2
O=C(c1ccccc1)C(Cn1cncn1)C(Sc1ccccc1)c1ccccc1 (centres undefined),17,-34,-15,-14,-12,30,-5,3,-2,13,4
COc1cc(C=O)c(Cl)cc1OCC(N)=O,5,6,8,3,-4,-4,9,-8,-20,-6,3
COc1cccc2c1Oc1ncccc1N(C(=O)CCC(=O)NCc1cccc(C)c1)C2,-23,-14,-3,4,-4,1,-3,0,-2,8,-6
CC(=O)c1cccc(NC(=O)C2CCN(S(=O)(=O)c3ccccc3)CC2)c1,28,8,10,0,-3,-4,5,15,-2,22,9
COc1ccc(C(=O)N/C(=C\c2cn(S(=O)(=O)N(C)C)c3ccccc23)C(=O)N2CCOCC2)cc1,13,-2,20,-5,-4,-10,-8,2,1,14,3
CC(=O)Nc1ccc(NC(=O)c2nc(-c3ccccc3)oc2C)cc1,12,-16,-5,-5,9,-6,-4,12,-15,2,10
CCC(=O)NC(C)c1nc2ccccc2n1C (centres undefined),2,-1,-15,-6,1,6,4,9,3,16,-2
CCOC(=O)c1sc(NS(=O)(=O)c2ccc(NC(C)=O)cc2)nc1C,7,17,0,-9,6,6,-4,-1,3,10,9
O=C(Cn1cnc2c(nnn2Cc2ccccc2)c1=O)Nc1ccc2c(c1)OCCO2,14,6,-2,0,6,-8,-8,3,-6,-35,-2
CN(C)c1ccc(CC(=O)N2CCCCC2c2cc(C(=O)Nc3ccccc3)no2)cc1 (centres undefined),6,-2,2,7,x,10,9,12,4,21,x
COc1ccc(CCNC(=O)Cn2cc(C(F)(F)F)cc(Cl)c2=O)cc1,6,2,14,3,1,3,13,8,-2,-18,11
CC1CC(CCN)(c2ccccc2)C(C)CN1C (centres undefined),15,-16,-4,-7,0,-12,-25,12,3,-6,-4
CC(=O)Nc1cccc(C(=O)OCC(=O)NC(=O)NC2CCCC2)c1,3,4,-2,1,-7,-7,-7,-9,20,-20,-2
O=C(COc1ccccc1[N+](=O)[O-])NCCCN1CCCC1=O,1,27,12,-20,-4,14,-18,-20,-11,-21,-5
CSc1ccccc1NC(=O)Cn1nc([N+](=O)[O-])cc1C,-7,-7,4,-4,-4,0,4,-6,-2,-23,-6
COc1ccccc1/C=C/C1NC(=O)NC(C)=C1C(=O)OC(C)C (centres undefined),14,-16,-14,-3,1,-2,3,13,18,14,0
CCCn1c(N)c(N(CCOC)C(=O)c2cc(S(=O)(=O)N3CCCCCC3)ccc2OC)c(=O)[nH]c1=O,-4,-1,-18,-5,-3,6,-22,-1,8,14,6
CCNC(=O)CCn1nc(-c2ccc(C)cc2)c2ccccc2c1=O,11,-12,-6,-1,8,-7,-14,21,5,-21,-4
Cc1ccc(CNC(=O)CS(=O)Cc2nc(-c3ccccc3Cl)oc2C)cc1 (centres undefined),7,-11,-13,-5,-4,-7,11,14,-14,-7,-3
Cc1ccc(S(=O)(=O)NC(C)C(=O)NCc2ccc(Cl)cc2)cc1 (centres undefined),-5,14,-10,6,x,3,7,3,-1,-8,x
COC(=O)Cn1nc(-c2ccccc2)c2ccccc2c1=O,7,-6,-4,8,-3,1,-9,10,-5,-3,-5
CN1CCN(c2cccc3c2S(=O)(=O)N[C@@H](Cc2ccccc2)CO3)CC1,x,9,-17,-11,x,-8,6,-7,x,-16,x
CCOC(=O)/C(=N\Nc1ccccc1[N+](=O)[O-])c1csc(Nc2ccccc2)n1,5,8,-6,-10,-1,9,-13,-12,-11,9,-13
CCCC(=O)N1CCC1(C)C(=O)Nc1cc(-c2ccccc2)nn1C (centres undefined),-80,-83,-10,-9,x,2,44,-42,-78,-47,x
Cc1cc(NC(=O)CN2CCCCC2)n(-c2ccccc2)n1,12,14,-3,-8,x,-4,-4,23,1,-4,x
CCOc1ccc(NC(=O)CN(C)C(=O)c2cc3c(s2)CCC(C)C3)cc1OCC (centres undefined),-14,2,-17,3,4,3,10,-5,1,14,5
CN(C)CC(O)COc1cc2ccccc2cc1C(=O)N1CCCCC1 (centres undefined),15,11,0,-3,6,7,-16,-9,-17,4,-6
CC1CCCCC1NC(=O)COc1ccc(-n2cnnn2)cc1 (centres undefined),-3,0,6,-1,2,-10,-3,-18,10,-6,-1
COCOCCn1cc(CN2CCS(=O)(=O)N(Cc3ccc(-c4ccc(OC)cc4)cc3)C(C)C2=O)nn1 (centres undefined),2,-15,-4,-7,-18,3,-2,11,-24,16,-2
CC(C)OC(=O)CSc1nc(Cc2ccccc2)nc2ccccc12,-6,-4,4,1,3,-16,-19,19,9,-11,-7
C[C@]12c3[nH]c4ccccc4c3CCN1C(=O)C(CC(=O)NCCc1ccccn1)C[C@@H]2C(=O)N1CCOCC1 (some centres undefined),-12,10,6,0,-13,-7,-6,5,5,14,1
COc1ccc(CNC(=O)CS(=O)Cc2nc(-c3ccc(OC)c(OC)c3)oc2C)cc1 (centres undefined),1,0,-10,-9,-2,-16,-10,10,-25,-24,-4
O=C(Oc1ccc(Cl)c2cccnc12)C12CC3CC(CC(C3)C1)C2,14,10,4,-5,-10,-11,-4,9,0,-3,4
O=C(CCNC(=O)c1ccc(Br)o1)NC1CCCC1,4,25,-2,0,-7,-7,-20,22,-12,-1,2
# (listing goes on)
SMILES,NCOA3 inh,NR5A2 inv ag,C8 TRAIL sens,NOD2-RIPK2 inh,TLR9-MyD88 block,TWEAK-Fn14 inh,TROY signal inh,COUP-TFII inh,NCOA1 inh,NCOA2 inhibitor,LMP1 NFkB inh
COc1cccc(CNC(=O)N2CCN(S(=O)(=O)c3ccc(Cl)cc3)CC2)c1,-17,-7,-6,2,9,18,0,-3,-45,0,-9
Cc1ccccc1NS(=O)(=O)c1ccc(C(=O)N2CCN(c3ccccc3O)CC2)cc1,0,0,5,6,-1,25,3,-21,-13,-6,-6
CCOc1cc(/C=N/NC(=O)c2cccc(S(=O)(=O)N3CCOCC3)c2)ccc1OCC(=O)N(C)C,20,-12,-12,-3,2,1,5,0,-24,-29,-1
[N-]=[N+]=NCC/C=C\C1NS(=O)(=O)OCC1O (centres undefined),-24,7,12,5,-3,-4,2,17,-9,8,17

# 2 consecutive entries already listed:
SMILES,NCOA3 inh,NR5A2 inv ag,C8 TRAIL sens,NOD2-RIPK2 inh,TLR9-MyD88 block,TWEAK-Fn14 inh,TROY signal inh,COUP-TFII inh,NCOA1 inh,NCOA2 inhibitor,LMP1 NFkB inh
O=C(CCNC(=O)c1ccc(Br)o1)NC1CCCC1,4,25,-2,0,-7,-7,-20,22,-12,-1,2
COc1cccc(CNC(=O)N2CCN(S(=O)(=O)c3ccc(Cl)cc3)CC2)c1,-17,-7,-6,2,9,18,0,-3,-45,0,-9

# High-throughput results deposited in PubChem by several laboratories.
